Source: PubChem (National Center for Advancing Translational Sciences (NCATS))
Pin1 inh = qHTS Assay to Find Inhibitors of Pin1; 390,000 tested, 0.009% active; Potency, µM (top dose mostly 115 µM), for inactives: at the top dose activity, negative = inhibition, actives largely listed as inhibitors; Pin1 FP peptide displacement, HiFluor488, 10 min; active means well fitted inhibition curve with a large enough effect in the polarisation, with a control signal flat, not every such curve was filed as active; inconclusive means small, poorly fitted or top-dose-only effect, or effect the other way, or a change in a side signal; inactive means no such curve, though single readings can be large or run the other way; the % refers to the polarisation; further: potency means the concentration at half of the fitted maximal effect; on the % scale 0 is the no-effect control and ±100 the full control effect
GLS inh = qHTS for Inhibitors of Glutaminase (GLS); AID 624170, 2012; 410,000 tested, 0.21% active; Potency, µM (titrated, usually from 45.5 µM), for inactives: top-dose activity change, negative = inhibition, most hits filed as inhibitors; GLS enzymatic activity, qHTS titration; further: potency means the concentration at half of the fitted maximal effect; on the % scale 0 is the no-effect control and ±100 the full control effect
Target sequence (O94925 whole entry, looked up): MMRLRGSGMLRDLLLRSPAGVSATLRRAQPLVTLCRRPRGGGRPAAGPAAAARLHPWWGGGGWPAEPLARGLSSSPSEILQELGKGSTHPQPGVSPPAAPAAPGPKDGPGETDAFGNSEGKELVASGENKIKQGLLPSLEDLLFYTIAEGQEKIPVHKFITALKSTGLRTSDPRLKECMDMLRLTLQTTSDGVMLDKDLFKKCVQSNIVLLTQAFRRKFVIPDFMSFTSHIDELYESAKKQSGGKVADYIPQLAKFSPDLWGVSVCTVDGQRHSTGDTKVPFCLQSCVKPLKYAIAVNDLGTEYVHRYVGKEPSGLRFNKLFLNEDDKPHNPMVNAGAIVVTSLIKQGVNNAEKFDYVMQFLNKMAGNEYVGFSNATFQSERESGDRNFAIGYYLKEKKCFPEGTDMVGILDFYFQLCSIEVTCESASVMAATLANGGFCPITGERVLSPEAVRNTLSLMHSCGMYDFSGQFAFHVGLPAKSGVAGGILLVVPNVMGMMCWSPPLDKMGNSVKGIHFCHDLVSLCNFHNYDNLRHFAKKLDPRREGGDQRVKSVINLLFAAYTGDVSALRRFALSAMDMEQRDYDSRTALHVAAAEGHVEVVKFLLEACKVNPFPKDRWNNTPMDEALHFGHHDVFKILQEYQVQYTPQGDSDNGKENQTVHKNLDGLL
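Read-out is an Amplex red fluorescence increase coupled through glutamate oxidase and HRP, measured before and after 30 min room-temperature incubation. hKGA is in 45 mM KH2PO4 (pH 8.2) with 0.02% Tween-20; glutamine added as 1mM solution.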
ERG Ets-DNA blk = qHTS for Small Molecule Inhibitors of the ERG Ets/DNA interaction; AID 624246, 2012; 370,000 tested, 0.028% active; Transcriptional regulator ERG (Homo sapiens), P11308; Potency, µM (titrated, usually from 76.9 µM), inactives show at the highest dose FP activity, negative = inhibition, usual class: inhibitors; fluorescence polarization, His-ERG Ets domain / labelled DNA; active means well fitted inhibition curve with a large enough effect in the polarisation, with a control signal flat; inconclusive means small, poorly fitted or top-dose-only effect, or effect the other way, or a change in a side signal; inactive means no such curve, though single readings can be large or run the other way; the % refers to the polarisation;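 further: polarization taken with two DNA probes labelled with fluorescein and Texas red; potency means the concentration at half of the fitted maximal effect; % of control where 0% means no effect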
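His-tagged ERG Ets domain (1 uM in the protein solution; 300mM KCl, 50mM Tris-HCl, 1mM EDTA, 1mM DTT, pH 7.5) received compound, then a probe mix of 5 nM fluorescein-DNA and 100nM Texas-615-DNA. Fluorescence polarization was read for both dyes.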
JMJD2A Tudor inh = qHTS Assay for Inhibitors of JMJD2A-Tudor Domain; AlphaScreen JMJD2A-Tudor / H3K4me3 peptide binding; Potency, µM (series often up to 114 µM), for inactives: top-dose activity change, negative = inhibition, hits mostly inhibitors; 390,000 tested, 4.4% active; AID 504339, 2011; further: potency means the concentration at half of the fitted maximal effect; on the % scale 0 is the no-effect control and ±100 the full control effect; nearly all actives have a fitted effect of over 50% in size
PGK inhibitor = qHTS Assay to Find Inhibitors of Phosphoglycerate Kinase; PGK/GAPDH coupled, Kinase-Glo luminescence, 60 min; 380,000 tested, 0.043% active; Phosphoglycerate kinase, glycosomal (Trypanosoma brucei brucei), P07378; Potency, µM (doses to about 57.5 µM), for inactives: top-dose activity change, negative = inhibition, hits mostly inhibitors; further: potency means the concentration at half of the fitted maximal effect; on the % scale 0 is the no-effect control and ±100 the full control effect; nearly all actives have a fitted effect of over 60% in size
Target sequence (P07378 whole entry, looked up): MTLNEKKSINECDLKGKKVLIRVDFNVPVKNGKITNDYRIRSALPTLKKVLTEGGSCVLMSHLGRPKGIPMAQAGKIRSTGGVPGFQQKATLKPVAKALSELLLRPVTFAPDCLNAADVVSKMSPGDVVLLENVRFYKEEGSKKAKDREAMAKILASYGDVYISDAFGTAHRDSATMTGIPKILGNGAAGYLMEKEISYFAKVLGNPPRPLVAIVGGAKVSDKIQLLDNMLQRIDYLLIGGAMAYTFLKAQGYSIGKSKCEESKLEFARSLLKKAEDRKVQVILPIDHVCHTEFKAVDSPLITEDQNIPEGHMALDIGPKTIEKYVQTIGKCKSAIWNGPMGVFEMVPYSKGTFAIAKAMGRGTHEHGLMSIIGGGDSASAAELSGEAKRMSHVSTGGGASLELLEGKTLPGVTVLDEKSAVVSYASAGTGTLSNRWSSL
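Recombinant glycosomal PGK reaction used 1,3-bisphosphoglycerate generated in-well by GAPDH (100nM final) in 100mM TEA pH 7.6, 5mM MgCl2, 0.01% Tween-20. After 60 minutes at room temperature, ATP was read by Kinase-Glo Plus luminescence end-point.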
G9a block = qHTS Assay for Inhibitors of Histone Lysine Methyltransferase G9a; G9a H3K9 monomethylation, AlphaScreen, 2 h; Potency, µM (titrated, usually from 102 µM), without a hit: at the highest dose activity, negative = inhibition, hits mostly inhibitors; 350,000 tested, 8.8% active; further: potency means the concentration at half of the fitted maximal effect; on the % scale 0 is the no-effect control and ±100 the full control effect; nearly all actives have a fitted effect of over 75% in size
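Chemiluminescent proximity detection of H3K9 monomethylation, read after 10 min bead incubation in the dark. Reaction: 20 nM G9a, 500 nM biotin-H3K9 peptide, 20 uM SAM cofactor, 2 h, room temperature, following 15 min enzyme-compound preincubation.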
PI4K2A block = qHTS for small molecular inhibitors of PI4K2A; AID 1346378, 2018; Phosphatidylinositol 4-kinase type 2-alpha (Homo sapiens), Q9BTU6; 420,000 tested, 0.13% active; purified PI4K2A, ADP-Glo luminescence, 1 h; stronger effect = lower value; activity change, negative = inhibition, % at 76.9 µM; in the data active means activity change below about -50%; inconclusive means mostly about -30% to -49%;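 further: -100% = wells without enzyme as full effect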
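Compounds are screened against recombinant PI4K2A using PI as substrate and ATP, the latter dispensed at 300 microM. Reactions run one hour at ambient temperature before ADP-Glo detection; full inhibition defined by wells lacking enzyme.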
BAZ2B inh = qHTS Assay for Inhibitors of BAZ2B. 360,000 tested, 4.4% active. Bromodomain adjacent to zinc finger domain protein 2B (Homo sapiens), Q9UIF8. Potency, µM (titrated, usually from 114 µM), inactives show top-dose activity change, negative = inhibition, most hits filed as inhibitors. AlphaScreen BAZ2B-H3K14Ac peptide displacement; further: potency means the concentration at half of the fitted maximal effect; on the % scale 0 is the no-effect control and ±100 the full control effect; nearly all actives have a fitted effect of over 60% in size
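AlphaScreen luminescence quantifies BAZ2B engagement of H3K14Ac peptide; the protein and biotinylated peptide are both at 50 nM final, buffer PBS pH 7.4 with 0.01% Tween-20, all steps at room temperature.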
HP1b chromo inh = HTS for Inhibitors of HP1-beta Chromodomain Interactions with Methylated Histone Tails; Chromobox protein homolog 1 (Homo sapiens), P83916; AlphaScreen HP1-beta / biotin-H3K9me3 peptide binding; Potency, µM (top dose mostly 114 µM), for inactives: at the highest dose activity change, negative = inhibition, usual class: inhibitors; 390,000 tested, 0.56% active; further: potency means the concentration at half of the fitted maximal effect; nearly all actives have a fitted effect of over 70% in size; inactives centre near 23
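AlphaScreen: HP1-beta (50 nM) preformed 30 min with biotin-H3(1-18)K9me3 peptide (50 nM) in PBS pH 7.4, 0.01% Tween-20. Compound added for 30 min at RT, then streptavidin donor/nickel chelate acceptor beads (10 ug/mL) for 30 min.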
Active calls of the source: *; i = inactive; ? = inconclusive; · = no result given; & = joins results of further samples; [ ] = another dose, or the depositor's remark. Unless noted, the call rests on the fitted dose curve; in most records, active means well fitted curve in the direction sought with a large enough effect; inconclusive means small, poorly fitted or top-dose-only effect, or another doubt; inactive means no such curve, though single readings can be large; an effect the other way counts as inactive or inconclusive.

Start of the data: the first 3 compounds as a preview:
SMILES | Pin1 inh | GLS inh | ERG Ets-DNA blk | JMJD2A Tudor inh | PGK inhibitor | G9a block | PI4K2A block | BAZ2B inh | HP1b chromo inh
Cc1ccc(-n2c(SCC(=O)NCCC3=CCCCC3)nc3n[nH]c(C)c3c2=N)cc1Cl | ? | -6% | 8% | -11% | i | · | -6 | -17% | 32%
CCOc1cc(/C=N/NC(=O)Cn2nc([N+](=O)[O-])cc2C)cc(Br)c1OCc1ccccc1C | 1% | 20% | -9% | -7% | -2% | 15% | 3 | 7% | 5%
Cc1cc2cc(CN(Cc3nnnn3C3CCCCC3)CC3CCCO3)c(=O)[nH]c2cc1C (stereo unspecified) | 7% | -3% | · | -28% | -7% | ? | 3 | -30% | 10%

This part in full, from the first entry:
SMILES | Pin1 inh | GLS inh | ERG Ets-DNA blk | JMJD2A Tudor inh | PGK inhibitor | G9a block | PI4K2A block | BAZ2B inh | HP1b chromo inh
Cc1ccc(-n2c(SCC(=O)NCCC3=CCCCC3)nc3n[nH]c(C)c3c2=N)cc1Cl | ? | -6% | 8% | -11% | i | · | -6 | -17% | 32%
CCOc1cc(/C=N/NC(=O)Cn2nc([N+](=O)[O-])cc2C)cc(Br)c1OCc1ccccc1C | 1% | 20% | -9% | -7% | -2% | 15% | 3 | 7% | 5%
Cc1cc2cc(CN(Cc3nnnn3C3CCCCC3)CC3CCCO3)c(=O)[nH]c2cc1C (stereo unspecified) | 7% | -3% | · | -28% | -7% | ? | 3 | -30% | 10%
CC(=O)c1ccc(NC(=O)c2nn(C)c3c2COc2ccccc2-3)cc1 | 2% | 2% | -3% | -29% | 0% | ? | -10 | ? | 3%
COc1cccc(-c2c3c([nH]c(=O)c2C#N)CCc2cc(OC)ccc2-3)c1 | 19% | 1% | 3% | -7% | -2% | 6% | -4 | 27% | -1%
COc1ccc(/C=N/NS(=O)(=O)c2ccc(C)cc2)cc1 | -1% | -12% | -7% | -8% | -4% | 1% | -1 | 0% | 12%
C/C(CC(=O)Nc1cc(Cl)ccc1Cl)=N\NC(=O)c1ccccc1Br | 11% | -2% | 9% | -9% | i | -8% | 0 | -13% | 49%[activator]
CC(O)[C@H]1CNC(=O)C(=O)N1CCC12CC3CC(CC(C3)C1)C2 (stereo partly specified) | 3% | -4% | -10% | -6% | i | 20%[59 µM] | 0 | 5% | 36%
Cc1nnc(N2CCCC(C(=O)Nc3cc(F)ccc3F)C2)c2nn(-c3ccccc3)c(C)c12 (stereo unspecified) | 5%&-1% | 0%&-2% | 2%&3% | -2%&-5% | -5%&0% | 40% | 1&2 | -4%&-2% | 27%&38%
CCOC(=O)c1cccc(NC(=S)N2CCN(c3ncc4c(=O)c(C(=O)O)cn(CC)c4n3)CC2)c1 | -1% | 0% | -17% | -8%[11.4 µM] | i | -28% | 0 | -14% | 30%
CCOC(=O)c1[nH]c2ccccc2c1NC(=O)c1cc(OC)cc(OC)c1 | 0% | 9% | 3% | -5% | -6% | -22%[59 µM] | 0 | -6% | 31%
O=C(CCCCCn1c(=S)[nH]c2ccc(N3CCOCC3)cc2c1=O)NCc1ccccc1Cl | ? | 3% | 0% | 1% | -6% | -5% | -2 | -2% | 27%
CCCCNc1ncnc2c1cnn2-c1ccc(Cl)cc1 | 1% | -3% | 2% | -10% | -3% | -2% | 3 | -3% | 63%[activator]
CCOCCCNC(=O)c1cc2c(-c3ccc(OC)c(OC)c3)nn(C)c2s1 | 1% | -2% | -4% | -27% | -11% | ? | 2 | · | 2%
O=C(Nc1ccccc1)OCCN1CCN(Cc2ccccc2)CCC1=O | -10% | 1% | -6% | 4% | 2% | -16% | -8 | -6% | 25%
COc1ccccc1NS(=O)(=O)c1cccc(C(=O)N/N=C/c2ccc(NC(C)=O)cc2)c1 | 16% | 7% | 2% | -12% | -8% | 11%[12.7 µM] | 0 | -18% | 15%
CCc1c(O)nc(N2CCN(Cc3ccccc3)CC2)[nH]c1=O | -5% | 0% | 5% | -10% | i | -4%[12.7 µM] | 2 | -4% | 23%
COc1cc(C2Nc3ccc4ccccc4c3C3=C2C(=O)CC(C)(C)C3)ccc1OCC(=O)O (stereo unspecified) | 0% | 18% | -1% | 18% | 6% | 10%[0.501 µM] | -6 | 12% | 48%[activator]
O=C(CSc1nccc(-c2cccs2)n1)Nc1cccc(Cl)c1 | 1% | 2% | -1% | -9% | -1% | 37%[activator] | 2 | 40%[activator] | 23%
Cc1ccc(NC(=O)C(=O)NCC(c2ccc3c(c2)OCO3)N2CCN(C)CC2)c(C)c1 (stereo unspecified) | -1% | 7% | -2% | -13% | 13% | -3%[59 µM] | 0 | -2% | 7%[57 µM]
Nc1c(C(=O)NCc2ccc3c(c2)OCO3)nnn1CC(=O)Nc1ccc(Br)cc1 | 3%&33% | -8%&-3% | -1%&2% | 19%&-3% | -7%&-5% | 48%&-2%[59 µM] | -1&0 | -7% | 36%&34%
Cc1nc(N2C(=O)c3oc4ccccc4c(=O)c3C2c2ccccc2F)sc1C (stereo unspecified) | 8% | -2% | 2% | -4% | 8% | 15%[59 µM] | -2 | 11%[57.1 µM] | 50%[activator]
O=S(=O)(NCc1csc(-c2ccccc2)n1)c1cccc(F)c1 | 7% | -6% | 1% | 5% | · | 3%[59 µM] | 4 | 11% | 45%
Cc1ccccc1Nc1nc(N)c(C(=O)c2ccccc2Cl)s1 | 7% | -6% | 0% | 56µM* | · | -49%[59 µM] | 5 | 32µM* | -25%
Cc1c(Cl)cccc1-n1nnnc1-c1cccs1 | ? | 6% | 8% | -7% | 1% | 5%[12.7 µM] | 4 | -2% | 33%[activator]
(more compounds)
SMILES | Pin1 inh | GLS inh | ERG Ets-DNA blk | JMJD2A Tudor inh | PGK inhibitor | G9a block | PI4K2A block | BAZ2B inh | HP1b chromo inh
N#Cc1ccc(S(=O)(=O)NCCc2ccncc2)cc1 | -3% | 6% | 16% | -3% | -9% | · | -1 | · | 58%[activator]
CN(CC(=O)Nc1cccc(F)c1)C(=O)c1ccc(N2CCCCC2)c([N+](=O)[O-])c1 | -6% | -1% | 0% | ? | 1% | 14%[0.501 µM] | 1 | ? | -7%
COc1cc(OC)cc(C(=O)Nc2cc(-c3cn4cccnc4n3)ccc2C)c1 | 8% | -7% | -8% | 0% | -3% | -37% | 3 | -19% | 14%
CCCn1ncc(/C=N/O)c1C | 54% | 2% | 17% | -8% | 2% | 0% | -1 | 1% | 10%
COc1ccc2c(c1)c1c(c(=O)n(-c3cc(Cl)ccc3C)c(=O)n1Cc1ccc(F)cc1)n2C | -2% | 9% | 0% | 7% | 2% | -29%[59 µM] | -8 | -7% | 26%
Cc1cc(C(=O)NCc2ccccc2Cl)c2ccccc2n1 | 1% | -11% | 0% | 1% | i | -36% | 3 | -20% | 23%
COc1ccc(-c2cc(C(=O)N3CCN(C(=O)c4ccccc4F)CC3)[nH]n2)cc1 | -2% | 8% | 6% | -18% | -6% | 20%[59 µM] | 0 | -4% | 26%
COCc1[nH]nc2c1C(c1cc(OC)c(O)c(OC)c1)C(C#N)=C(N)O2 (stereo unspecified) | 9% | 61%[activator] | 7% | -10% | -2% | ? | -3 | ? | 22%
CC1(CCC(=O)O)C(=O)CCC2C1CCC1(C)C2CCC1(C)O (stereo unspecified) | -10% | -6% | -15% | 0% | -3% | · | 6 | · | 15%
Cc1ccc(C(=O)c2ccc(C)cc2)cc1 | 0% | 1% | 10% | 53%[activator] | i | 54%[activator] | -3 | 82%[activator] | 97%[activator]
CN(CC(=O)Nc1ccc(F)cc1)C(=O)c1cc([N+](=O)[O-])ccc1N1CCOCC1 | 4% | 1% | 8% | -10% | 3% | -39% | -4 | 25% | 3%
CN1CCN(C(=O)c2ccc3c(c2)OCCO3)CC1 | -1% | -9% | -1% | -11% | -3% | -2%[59 µM] | 1 | 1% | 46%[activator]
Cc1nc([N+](=O)[O-])c(Br)n1Cc1ccc(Cl)c(Cl)c1 | 3% | -8% | -15% | -12% | i | 3%[59 µM] | 23 | 2% | 19%
CC(C#N)N1CCN(S(=O)(=O)c2ccc3c(c2)CCC3)CC1 (stereo unspecified) | 3% | 1% | 9% | 1% | -7% | 16%[12.7 µM] | -1 | 1% | 45%[activator]
COC(=O)c1ccc(NC(=O)COc2ccc([N+](=O)[O-])cc2)cc1 | -5% | -12% | 6% | -3% | 0% | · | 2 | -15% | 27%
CCOC(=O)CNC(=O)CSc1nc2cccnc2n1Cc1ccccc1 | 0% | 8% | -5% | -16% | i | 3%[59 µM] | -4 | · | 33%
Cc1cnc(CN(C)Cc2nc(Cc3cccc(C(F)(F)F)c3)no2)[nH]1 | -4% | 0% | -4% | -7% | i | 5% | 0 | -21% | 32%
O=C(CSc1ncccc1-c1nc2ccccc2[nH]1)N1CCN(c2ccccc2F)CC1 | 20% | -1% | 6% | -28% | -5% | -45% | 5 | -8% | 24%
